Source: PubChem
pPAFAH inh: pPAFAH enzyme inhibitors, primary screen, biochemical, fluorescence polarization, human; Platelet-activating factor acetylhydrolase (Homo sapiens), Q13093; inhibition, % at 3.39 µM; AID 463082, 2010; 330,000 compounds, 1.5% hits; recombinant pPAFAH, FP-rhodamine probe fluorescence polarization;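 active means inhibition above the mean inhibition across the screen plus 3 SD, cut at about 25% in these data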;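 further: inhibitors block binding of the rhodamine activity-based probe so polarization drops; 0% = enzyme with DMSO and 100% = wells lacking pPAFAH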
Target sequence (Q13093 whole entry, looked up): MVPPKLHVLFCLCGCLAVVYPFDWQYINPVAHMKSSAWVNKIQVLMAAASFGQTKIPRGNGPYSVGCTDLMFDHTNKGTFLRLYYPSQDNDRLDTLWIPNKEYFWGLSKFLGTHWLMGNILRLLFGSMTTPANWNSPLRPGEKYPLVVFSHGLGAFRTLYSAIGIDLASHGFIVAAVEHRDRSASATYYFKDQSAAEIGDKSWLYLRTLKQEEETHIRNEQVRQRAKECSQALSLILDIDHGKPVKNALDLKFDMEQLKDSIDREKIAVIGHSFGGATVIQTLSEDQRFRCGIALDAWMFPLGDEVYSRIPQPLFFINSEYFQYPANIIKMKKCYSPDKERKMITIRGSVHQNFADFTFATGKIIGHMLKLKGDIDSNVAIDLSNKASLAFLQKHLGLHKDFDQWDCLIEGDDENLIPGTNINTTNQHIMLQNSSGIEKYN
GSTO1 inh: inhibitors of recombinant GSTO1, primary screen, counter-screen for RBBP9 inhibitor project, biochemical, fluorescence polarization | AID 1974, 2009 | 300,000 compounds, 1.1% hits | activity-based probe fluorescence polarization | Glutathione S-transferase omega-1 (Homo sapiens), P78417 | inhibition, % at 5.96 µM;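 active means inhibition above the campaign mean inhibition plus 3 SD, cut at about 35% in these data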;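 further: 0% = GSTO1-1 with DMSO and 100% = wells lacking GSTO1-1 enzyme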
Target sequence (P78417 whole entry, looked up): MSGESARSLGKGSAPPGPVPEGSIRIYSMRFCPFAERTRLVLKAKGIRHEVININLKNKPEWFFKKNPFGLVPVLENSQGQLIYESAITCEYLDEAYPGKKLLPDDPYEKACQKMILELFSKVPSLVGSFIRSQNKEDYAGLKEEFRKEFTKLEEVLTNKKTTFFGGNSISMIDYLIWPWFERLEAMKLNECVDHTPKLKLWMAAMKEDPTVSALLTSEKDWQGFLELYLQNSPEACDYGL
PAD4 inh: human PAD4 inhibitors, primary screen, biochemical, fluorescence polarization, 1536-well format; recombinant PAD4, RCA probe fluorescence polarization; inhibition, % at 6.36 µM; Protein-arginine deiminase type-4 (Homo sapiens), Q9UM07; 330,000 compounds, 0.41% hits; AID 485272, 2010;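 active means percent inhibition above a cutoff equal to the mean of all tested compounds plus 3 SD, cut at about 15% in these data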;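 further: 0% = PAD4 with RCA probe and DMSO and 100% = probe without PAD4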
PME-1 primary: PME-1 inhibitors via competitive probe labeling, primary screen, biochemical, fluorescence polarization, FP-Rh probe, HTS. recombinant PME-1. 320,000 compounds, 0.53% hits. Protein phosphatase methylesterase 1 (Homo sapiens), Q9Y570. inhibition, % at 5.9 µM. AID 2130, 2009;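 active means inhibition above the campaign mean of all compounds plus 3 SD, cut at about 26% in these data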;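 further: competitive labeling of PME-1 active site by serine hydrolase directed probe; 0% = PME-1 with DMSO and 100% = wells lacking PME-1 enzyme; inhibitors block probe labeling so polarization falls and inhibition rises; many of its hits are not listed in these tables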
Target sequence (Q9Y570 whole entry, looked up): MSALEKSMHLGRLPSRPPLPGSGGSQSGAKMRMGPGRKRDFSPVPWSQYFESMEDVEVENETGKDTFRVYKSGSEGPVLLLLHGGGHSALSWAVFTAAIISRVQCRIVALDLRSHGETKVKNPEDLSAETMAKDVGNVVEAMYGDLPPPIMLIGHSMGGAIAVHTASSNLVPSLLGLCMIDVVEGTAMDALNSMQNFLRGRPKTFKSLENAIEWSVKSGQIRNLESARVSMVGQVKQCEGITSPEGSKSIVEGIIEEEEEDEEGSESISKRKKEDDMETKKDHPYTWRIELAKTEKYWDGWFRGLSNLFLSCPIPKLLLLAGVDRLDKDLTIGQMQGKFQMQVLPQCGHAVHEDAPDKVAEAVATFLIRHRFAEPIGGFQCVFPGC
PAFAH1B2 inh: PAFAH1B2 enzyme inhibitors, primary screen, biochemical, fluorescence polarization, human; recombinant PAFAH1B2, FP-rhodamine activity probe; inhibition, % at 3.39 µM; 340,000 compounds, 1.2% hits;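 active means inhibition above the mean of all tested compounds plus 3 SD, cut at about 24% in these data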;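 further: 0% = enzyme with DMSO and 100% = wells lacking PAFAH1B2; many of its hits are not listed in these tables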
PAFAH1B3 FP inh: PAFAH1B3 enzyme inhibitors, primary screen, biochemical, fluorescence polarization, human; recombinant PAFAH1B3, FP-rhodamine probe; inhibition, % at 3.39 µM; 340,000 compounds, 0.28% hits; AID 492972, 2010;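 active means inhibition above the screen-wide average of all tested compounds plus 3 SD, cut at about 25% in these data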;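 further: 0% = enzyme with DMSO only and 100% = wells lacking PAFAH1B3 protein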
LYPLA1 counter: LYPLA1 inhibitors, primary screen, counter-screen for PME1 inhibitor project, biochemical, fluorescence polarization, FP-Rh probe ABPP; Acyl-protein thioesterase 1 (Homo sapiens), O75608; recombinant LYPLA1; inhibition, % at 5.9 µM; 320,000 compounds, 0.16% hits;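 active means inhibition above the mean of all tested compounds plus 3 SD, set per campaign, cut at about 14% in these data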;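 further: inhibitors block serine hydrolase probe labeling of LYPLA1 so polarization falls; 0% = enzyme with DMSO and 100% = wells lacking LYPLA1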
PAFAH2 FP inh: PAFAH2 enzyme inhibitors, primary screen, biochemical, fluorescence polarization, human | Platelet-activating factor acetylhydrolase 2, cytoplasmic (Homo sapiens), Q99487 | recombinant PAFAH2, FP-rhodamine activity probe | inhibition, % at 3.39 µM | 340,000 compounds, 0.99% hits;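 active means inhibition above the mean over all tested compounds plus 3 SD, cut at about 30% in these data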;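 further: inhibitors block probe labeling of enzyme so polarization drops; 0% = enzyme with DMSO and 100% = wells lacking PAFAH2 protein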
Fam108B inh: mouse Fam108B serine hydrolase inhibitors, primary screen, counter-screen for RBBP9 inhibitor project, biochemical, fluorescence polarization; inhibition, % at 9.51 µM; 300,000 compounds, 0.33% hits; AID 1947, 2009; recombinant Fam108B, FP-Rh probe fluorescence polarization;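 active means inhibition above the screen mean inhibition plus 3 SD, computed separately per campaign, cut at about 18% in these data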;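 further: inhibitors lower polarization as less probe binds the enzyme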
* hit, by the source's call; / = not tested or not shown. A portion of the library; the hit share may differ from the screen's.

SMILES	pPAFAH inh	GSTO1 inh	PAD4 inh	PME-1 primary	PAFAH1B2 inh	PAFAH1B3 FP inh	LYPLA1 counter	PAFAH2 FP inh	Fam108B inh
CCCS(=O)(=O)c1cscc1NC(=O)c1c(-c2c(F)cccc2Cl)noc1C	7	8	-2	1	9	5	0	4	3
O=C(N/N=C/c1c[nH]c2ccccc12)c1ccncc1	4	0	-5	-1	0	-1	5	-1	-2
CCc1nn(CC(=O)NCCCN2CCN(C)CC2)c(=O)c2cc3occc3n12	1	-1	3	1	0	1	2	-7	2
COc1cccc(/C=N/NC(=O)c2c(C)nc3ccc(Cl)cn23)c1OC	2	2	-2	-1	2	6	-1	7	-1
Cc1ccc(C)c(N=Cc2cc3c(cc2[N+](=O)[O-])OCO3)c1	18	20	-18	3	-3	9	-3	14	0
CC(C)(C)c1ccc(C(=O)N2CCC(C(=O)c3ccccc3)CC2)cc1	7	-5	-3	-6	1	-3	3	5	-4
CCOC(=O)Cn1nnnc1CN(Cc1cccs1)Cc1cc2cc(C)cc(C)c2[nH]c1=O	2	-2	1	-5	1	3	2	1	1
CCOc1ccc(C(=O)OCC(=O)N2CCOCC2)cc1OCC	9	8	-1	-8	2	4	-1	7	-1
C#CCNc1ccc(C(=O)OCC)cc1	4	3	3	-1	6	4	2	-1	-2
CCOc1ccc(C(=O)N2CCN(c3ccccn3)CC2)cc1	5	6	0	-4	-3	-2	0	4	-1
CCN(C(C)=O)c1nc(CSc2nnc(NC(C)C)s2)cs1	3	6	3	2	8	9	2	6	1
O=C(c1ccco1)N1CCN(C(=O)c2cc3sccc3n2Cc2ccccc2)CC1	2	0	1	12	3	-1	-4	8	0
CCOC(=O)c1ccc(NC(=O)c2ccc[n+]([O-])c2)cc1	6	6	-2	3	-1	-1	-5	5	0
CCOC(=O)C1CCN(Cc2ccc(C(=O)OC)cc2)CC1	0	-7	-1	-1	0	-6	1	-1	0
COc1ccc(S(=O)(=O)NCc2cccnc2)cc1C(=O)Nc1ccccc1	0	-1	0	5	4	-9	3	-4	6
Brc1c(C[n+]2ccccc2)nc2ccccn12	-1	-3	4	1	/	/	1	/	0
C=CCc1cc(Cl)ccc1OCCOCCN(C)C	-5	11	-5	2	3	3	0	2	3
COc1cccc(N(CC(=O)Nc2cccc(C(C)=O)c2)S(C)(=O)=O)c1	3	-10	1	1	4	0	-2	-9	1
CC(C)Cn1c(=O)c(CCC(=O)Nc2ccc(N3CCOCC3)cc2)nc2cc(Cl)ccc21	1	1	-1	0	7	3	-2	11	2
COc1ccc(NC(=O)C(CC(C)C)NS(=O)(=O)c2ccc3c(c2)CCN3C(C)=O)cc1OC (centres undefined)	1	-2	4	5	7	7	1	-2	4
O=C(Cn1cccc1C(=O)c1ccccc1)NCc1ccc(Cl)cc1	5	0	0	-2	17	6	-4	-1	1
O=C(NC1CCCC1)C(c1ccncc1)N(C(=O)c1csnn1)c1ccccc1F (centres undefined)	4	8	4	8	1	2	2	3	-1
Cc1cc(C)nc(NC(=S)NC(=O)c2ccccc2F)n1	6	-3	0	4	/	/	-1	/	-1
COc1ccc(NC(=O)C(=O)NNC(=O)COc2ccc(OC)cc2)cc1	1	1	2	-1	4	11	-1	6	3
CC1CCCCC1NC(=O)C1CCC(CNS(=O)(=O)c2cccc3cccnc23)CC1 (centres undefined)	4	4	2	1	3	6	3	-2	1
COc1ccc(-c2nnc(NC(=O)C3=COCCO3)o2)cc1	1	-1	4	4	-8	5	3	0	2
COC(=O)Cc1cc(=O)n2[nH]c(SC)nc2n1	0	0	3	6	2	10	2	3	-2
O=C(c1ccc(OC2CCN(Cc3ccc(F)cc3)CC2)cc1)N1CCCC1	4	-2	-1	-4	2	3	0	9	-5
Cc1nc2ccccc2c(C)c1C(=O)c1ccccc1	1	8	-4	-5	6	11	-4	-3	-4
CCOc1ccccc1CN1CCN(Cc2nc3ccccc3s2)CC1CCO (centres undefined)	-3	-2	-10	4	4	-2	1	11	-3
C/C(CC(=O)NC1C2CC3CC(C2)CC1C3)=N\NC(=O)Cc1cccs1 (centres undefined)	-1	-4	-2	3	4	9	-1	1	-2
CN(C(=O)c1ccc(NC(=O)c2ccco2)cc1)c1ccccc1	-2	0	0	-1	7	3	1	0	0
Cc1nc2sc3c(c2c(=O)n1NC(=O)CCBr)CCCC3	4	9	0	-2	0	7	-1	1	2
CCc1ccccc1NC(=O)c1cc(-c2cccs2)on1	7	-3	-3	3	2	7	-5	-6	5
CCOC(=O)c1sc2ncn(C(C)C(=O)OCC)c(=O)c2c1C (centres undefined)	-2	2	2	3	-2	8	1	-5	7
CC(Oc1ccc(F)cc1)C(=O)Nc1cc(S(=O)(=O)N2CCOCC2)ccc1N1CCCCC1 (centres undefined)	0	1	2	17	5	-1	-1	8	1
C=CCn1c(C)cc(C(=O)COc2ncnc3sccc23)c1C	7	1	0	2	2	-2	-1	-1	-3
CCOC(=O)c1c(C)[nH]c(C(=O)OC/C(O)=C(\C#N)c2nc3ccccc3[nH]2)c1C	4	7	-7	5	-6	1	-7	8	0
NC(=O)NC(=O)COC(=O)CC12CC3CC(CC(C3)C1)C2	7	7	0	7	7	6	-6	-1	3
Cc1c(Cl)c(C(=O)NC2C3CC4CC(C3)CC2C4)nn1C (centres undefined)	0	-3	-2	-3	10	-1	0	2	-2
Cc1ccc(OCC(=O)Nc2ccc(F)cc2)cc1	-3	10	-3	-2	3	4	0	9	7
COc1ccc(Cc2noc(CN3CCCC(OCc4ccccn4)C3)n2)cc1OC (centres undefined)	-4	-1	0	2	4	-7	0	-2	7
CCC(C)(C)NC(=O)C1c2ccccc2Oc2ccccc21	-1	4	2	2	/	/	0	/	-7
COc1cccc(N(C(=O)Cc2cccs2)C(C(=O)NC2CCCC2)c2ccncc2)c1 (centres undefined)	2	6	0	-2	7	2	-1	-3	2
O=C(/C=C/c1ccc(F)cc1)N1CCN(c2ccccn2)CC1	6	9	1	2	4	-6	4	-2	2
COc1ccc(CNC(=O)COC(=O)CCn2c(C)csc2=O)cc1OC	0	2	-3	5	-1	4	1	0	3
O=C1CN(C(=O)CSc2nc3ccccc3c(=O)n2CCCN2CCOCC2)c2ccccc2N1	3	-1	-2	-2	5	9	5	1	-4
N#C/C(=C(/O)c1ccc([N+](=O)[O-])o1)c1nc2ccccc2[nH]1	0	0	-1	-3	9	7	1	10	6
CCN1CCN(C(=O)c2cc(S(=O)(=O)N3CCCCC3)ccc2Cl)CC1	4	5	0	-2	1	3	-2	-6	-2
O=C(CCC(=O)NNC(=S)Nc1ccccc1)NCc1ccccc1	3	0	0	0	5	0	-4	-5	0
COCCOC(=O)C1=C(N)OC2=C(C(=O)CC(C)(C)C2)C1c1ccncc1 (centres undefined)	0	1	1	-2	-3	3	3	7	-4
O=C(O)CSc1nnc(-c2ccccc2Br)n1-c1cccc(C(F)(F)F)c1	-6	3	-8	1	3	7	5	-5	1
O=C(Nc1ccc(N2CCN(Cc3ccccc3)CC2)cc1)c1cccnc1	6	6	0	4	-1	11	1	5	-5
Cc1cccc(C(=O)Oc2ccccc2/C=N/Nc2ccc([N+](=O)[O-])cc2)c1	0	-1	5	21	6	7	-8	8	25*
COc1ccccc1NC(=O)CSc1nnc(Cn2nnc(-c3ccccc3)n2)n1-c1ccccc1	13	4	1	-5	-1	-4	-3	-3	-7
CCC(=O)C1CCCN(C(=O)c2ccc3nc(-c4cccc(OC)c4)oc3c2)C1 (centres undefined)	3	-4	-2	4	0	2	8	-2	0
Cc1ccc(CNC(=O)CCCc2ccccc2)cc1	-2	5	0	4	5	21	3	5	-2
O=C(c1ccc(-c2ccc([N+](=O)[O-])cc2)o1)N1CCN(S(=O)(=O)c2cccs2)CC1	17	/	-2	7	12	3	2	8	/
Cc1oc(C(C)(C)C)cc1C(=O)Nc1cccc(/C=C\C(=O)O)c1	5	-5	0	0	6	-8	-5	-8	-6
Cc1nc2c(sc(=S)n2Cc2ccco2)c(=O)n1CC(=O)Nc1ccccc1F	5	-4	0	-5	-7	-2	-6	0	-5
New compounds follow.
SMILES	pPAFAH inh	GSTO1 inh	PAD4 inh	PME-1 primary	PAFAH1B2 inh	PAFAH1B3 FP inh	LYPLA1 counter	PAFAH2 FP inh	Fam108B inh
Cc1csc(=O)n1CCC(=O)OCC(=O)c1c(N)n(CC(C)C)c(=O)n(C)c1=O	5	-2	-2	4	1	5	0	-4	3
CC1=Nc2ccccc2/C1=C/c1sc(=N)n(-c2nccs2)c1O	56*	10	-7	39*	9	16	4	24	13
Cc1ccccc1NC(=O)c1ccccc1NC(=O)CCC(=O)O	5	0	2	-5	5	5	0	-6	1
O=C(CSc1ccc2ccccc2n1)Nc1ccc(N2CCOCC2)cc1	11	-12	6	6	4	9	4	1	0
Cc1ccc(C)c(S(=O)(=O)N2CCCCC2CCNC(=O)C(=O)NC2CCCC2)c1 (centres undefined)	0	7	-2	1	8	3	0	5	-1
COc1ccc(C(=O)N2CCn3c2nc2ccccc23)cc1	-5	-2	6	-2	0	3	-1	-1	1
COc1cccc(-c2nnc(N)o2)c1	3	0	-3	-6	4	2	-3	-5	4
O=C(Nc1ccc(OC(F)(F)F)cc1)c1n[nH]c(Cn2cncn2)n1	10	6	-3	-2	4	-5	1	3	0
CN(C(=O)CCNC(=O)Cn1cnc2ccccc2c1=O)c1ccc(Br)cc1	19	-1	0	-4	5	4	1	-9	-4
Clc1ccc(-n2ncc3c(NCCN4CCOCC4)ncnc32)cc1	3	0	-4	-5	-1	1	-4	4	1
CCN1CCN(C(=O)c2cc3sccc3n2CC(=O)c2ccccc2)CC1	-3	-2	1	6	-2	-1	-1	2	-1
CC(C)[C@H](NC(=O)c1c(F)cccc1F)C(=O)N1CCN(c2ccc(F)cc2)CC1	2	3	-4	-2	0	11	-3	-17	-3
COC(=O)c1ccccc1NC(=O)Nc1ccc(C)cn1	-3	5	-4	-3	1	7	2	5	-6
COc1cccc(-c2cc(C(F)(F)F)nc(-n3cncn3)n2)c1	9	-12	-3	2	6	-1	3	1	-1
c1csc(-c2ccn[nH]2)c1	0	-2	-2	3	-6	9	-1	-2	-2
O=C(COC(=O)/C=C/c1ccc(F)cc1)Nc1ccc(Cl)cn1	2	-2	1	-3	-2	7	1	30*	-4
O=C(/C=C/c1ccccc1)N1CCN(Cc2nc3ccccc3c(=O)[nH]2)CC1	0	-1	-3	-2	3	1	6	2	-2
Cc1ccc2c(c1)N(CC(=O)O)C(=O)CO2	-4	-1	-6	-12	-3	5	-6	-1	-6
Cc1ccc(-c2csc3nc[nH]c(=S)c23)cc1C	7	8	6	3	0	7	-2	-3	3
